Screening results: PubChem, The Scripps Research Institute Molecular Screening Center
CTSL1 counter – Fasciola hepatica cathepsin L1 inhibitors, primary screen, counter-screen for PFM18AAP inhibitor project, biochemical, QFRET, fluorogenic peptide substrate | recombinant F. hepatica cathepsin L1, Z-Leu-Arg-MCA fluorescence | inhibition, % at 5.96 µM | 0.49% of 300,000 active;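 active means inhibition above the mean of all tested compounds plus 3 SD, set per screening campaign, cut at about 17% in these data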;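 further: 0% = plate median of test compound wells and 100% = 1 µM Z-Phe-Ala-diazomethylketone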
PAFAH2 FP inh – PAFAH2 enzyme inhibitors, primary screen, biochemical, fluorescence polarization, human. Platelet-activating factor acetylhydrolase 2, cytoplasmic (Homo sapiens), Q99487. recombinant PAFAH2, FP-rhodamine activity probe. inhibition, % at 3.39 µM. 0.99% of 340,000 active;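 active means inhibition above the mean over all tested compounds plus 3 SD, cut at about 30% in these data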;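 further: inhibitors block probe labeling of enzyme so polarization drops; 0% = enzyme with DMSO and 100% = wells lacking PAFAH2 protein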
PP5 primary – PP5 phosphatase inhibitors, primary screen, biochemical, fluorescence; Serine/threonine-protein phosphatase 5 (Homo sapiens), P53041; purified PP5c, OMFP substrate fluorescence; inhibition, % at 6.7 µM; 0.18% of 320,000 active;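 active means inhibition above the campaign's mean inhibition across all tested compounds plus 3 SD, cut at about 9.5% in these data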;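 further: 0% = DMSO only and 100% = 100 µM cantharidin control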
AHR activator – AHR activators, primary screen, cell-based, luminescence, luciferase reporter, human | AHR-responsive luciferase reporter cells | AID 2796, 2010 | 2.5% of 320,000 active | Aryl hydrocarbon receptor (Homo sapiens), P35869 | activation, % at 5 µM; in the data active means activation above about 47%;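 further: 0% = vehicle wells and 100% = reference agonist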
proCasp7 act – procaspase-7 activators, primary screen, counter-screen for procaspase-3 activator project, biochemical, absorbance, HTS, human; activation, % at 8.5 µM; AID 463210, 2010; Caspase-7 (Homo sapiens), P55210; 0.093% of 330,000 active; recombinant procaspase-7, Ac-DEVD-pNA absorbance 405 nm; D23A/D198A/D206A triple mutant, cannot self-cleave; scale: DMSO 0, 5 µM enzyme 100;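 active means percent activation above the screen-wide mean plus 3 SD, cut at about 25% in these data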
Target sequence (P55210 whole entry D23A/D198A/D206A): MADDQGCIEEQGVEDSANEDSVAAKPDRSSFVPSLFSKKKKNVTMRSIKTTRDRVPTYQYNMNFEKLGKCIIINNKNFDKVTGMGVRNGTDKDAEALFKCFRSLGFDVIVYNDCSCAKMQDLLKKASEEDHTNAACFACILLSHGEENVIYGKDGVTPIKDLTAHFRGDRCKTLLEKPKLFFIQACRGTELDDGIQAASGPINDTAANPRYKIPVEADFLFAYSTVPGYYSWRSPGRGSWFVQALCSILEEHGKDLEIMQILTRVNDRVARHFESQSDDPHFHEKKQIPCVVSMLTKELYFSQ
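Assay system: Uncleavable procaspase-7 mutant enzyme; Input: 2 µM procaspase-7 mutant as dispensed; Also added: DEVD-pNA substrate; Medium: Zinc-free HEPES pH 7.4 with 300 mM NaCl, 0.01% Triton X-100; Timing: 1 h compound preincubation, 2 h substrate cleavage, 25 °C; Measured by: Epi-absorbance of released pNA at 405 nm, two timepoints.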
TPT1 inhibitor – Candida albicans TPT1 enzyme inhibitors, primary screen, biochemical, fluorescence polarization | tRNA 2'-phosphotransferase TPT1 (Candida albicans SC5314) | recombinant caTPT1, FP RNA substrate dephosphorylation | inhibition, % at 5 µM | 0.81% of 300,000 active | AID 1962, 2009;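 active means inhibition above the mean of all tested compounds plus 3 SD, set per screening campaign, cut at about 24% in these data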;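 further: plate controls were DMSO alone for no effect and ferristatin control at 100 nM for full effect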
proCasp3 act – activators of human procaspase-3 D3A mutant, primary screen, biochemical, absorbance, PC-3 D3A mutant, single concentration; Caspase-3 (Homo sapiens), P42574; recombinant procaspase-3 D3A, Ac-DEVD-pNA absorbance 405 nm; activation, % at 8.5 µM; 0.11% of 330,000 active;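 active means activation above the mean of all tested compounds plus 3 SD, cut at about 21% in these data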;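 further: 0% = DMSO alone and 100% = DMSO wells spiked with extra 5 µM PC-3 D3A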
Target sequence (P42574 whole entry D9A/D28A/D175A): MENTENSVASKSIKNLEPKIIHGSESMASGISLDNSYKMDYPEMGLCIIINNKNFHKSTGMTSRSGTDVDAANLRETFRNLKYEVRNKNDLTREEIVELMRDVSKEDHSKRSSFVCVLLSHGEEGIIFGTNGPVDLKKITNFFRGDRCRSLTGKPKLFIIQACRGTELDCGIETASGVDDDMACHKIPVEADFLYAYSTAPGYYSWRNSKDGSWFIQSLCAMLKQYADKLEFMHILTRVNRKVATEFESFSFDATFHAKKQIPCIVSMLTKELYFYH
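Test system: Procaspase-3 D3A mutant, all three cleavage aspartates alanine | Dosing: Single dose, 8.5 µM nominal compound, 0.8% DMSO | Schedule: 1 h preincubation, 2 h reaction | Technique: 405 nm absorbance of p-nitroaniline, reads at 0 and 120 min | Repeats: One well per compound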
PP1 inh – PP1-alpha phosphatase inhibitors, primary screen, counter-screen for PP5 inhibitor project, biochemical, fluorescence, OMFP substrate, single point. 0.9% of 320,000 active. inhibition, % at 6.7 µM. purified PP1alpha. Serine/threonine-protein phosphatase PP1-alpha catalytic subunit (Homo sapiens), P62136;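 active means inhibition above the mean inhibition of all tested compounds plus 3 SD, computed separately for each screening campaign, cut at about 15% in these data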
Target sequence (P62136 whole entry, looked up): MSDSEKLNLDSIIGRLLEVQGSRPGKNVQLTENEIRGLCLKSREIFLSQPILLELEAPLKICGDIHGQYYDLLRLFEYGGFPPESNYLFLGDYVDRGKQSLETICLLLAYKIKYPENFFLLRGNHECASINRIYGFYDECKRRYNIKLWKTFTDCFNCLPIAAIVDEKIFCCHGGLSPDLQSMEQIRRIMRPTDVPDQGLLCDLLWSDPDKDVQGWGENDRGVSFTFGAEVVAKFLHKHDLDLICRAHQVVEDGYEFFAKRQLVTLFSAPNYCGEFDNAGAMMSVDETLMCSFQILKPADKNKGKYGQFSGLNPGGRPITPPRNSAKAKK
core dimer inh – inhibitors of HCV core protein dimerization, primary screen, biochemical, TR-FRET, high-throughput; inhibition, % at 5 µM; 0.33% of 300,000 active; AID 1899, 2009; TR-FRET GST/Flag-core106 dimerization, 1536-well;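 active means inhibition above the mean of all tested compounds plus 3 SD, set per screening campaign, cut at about 45% in these data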
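Material: Tagged HCV core106 pair (GST and Flag) | Amount: GST-core106 13.5 nM, Flag-core106 17 nM | Medium: KF-containing HEPES buffer, pH 7.45, DTT, CHAPS, BSA | Reagent: Eu donor and XL665 acceptor anti-tag antibodies | Schedule: 4 h at 22.5 °C | Technique: Time-resolved FRET, ex 340 nm, em 617 and 671 nm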
An asterisk follows results filed as active; nt = no result given.

SMILES	CTSL1 counter	PAFAH2 FP inh	PP5 primary	AHR activator	proCasp7 act	TPT1 inhibitor	proCasp3 act	PP1 inh	core dimer inh
CC(C)CCn1c(N2CCOCC2)nc2c1c(=O)n(CC(N)=O)c(=O)n2C	3	-2	1.6	2	-1	4	3	2	-7
COc1ccc2cc(-c3ccccc3F)ncc2c1	nt	0	-1.0	6	5	nt	-1	-2	nt
CC(=O)Nc1ccc(C(=S)NCCCO)cc1	6	2	-5.6	6	-7	-1	-8	1	2
COc1ccccc1C(=O)N(CN1CCCC1=O)c1cccc(Cl)c1	1	-5	4.8	1	5	9	7	-6	1
Cc1noc(C)c1C(=O)NCc1ccccc1Br	-2	0	-1.8	0	1	0	8	1	-2
COc1cc(-c2onc3ccc(Br)cc23)cc(OC)c1OC	2	5	-0.2	25	-3	2	-1	-3	-4
COc1cc2c(cc1OC)CN(Cc1cc(=O)n3cc(C)ccc3n1)CC2	-3	-4	-2.9	0	-3	0	-5	-6	1
CCc1cc2cc3c(cc2nc1SCC(=O)Nc1nnc(C)s1)OCCO3	-2	-15	4.3	-1	1	1	-2	-3	11
CCCC[C@@H]1CNC(=S)N1CCCC	-3	4	-1.6	1	-1	-2	1	-8	6
COc1ccc(-n2nc3cc(C)c(NC(C)=O)cc3n2)cc1	3	-2	1.1	75*	2	1	5	1	4
COCCNc1c(-c2cc3ccc(C)c(C)c3[nH]c2=O)nc2ccccn12	-2	-2	-1.0	12	-6	-1	-4	-2	-7
CCCn1c(=N)n(CC(O)COc2ccc(C)cc2)c2ccccc21 (stereo unspecified)	2	2	1.4	2	6	1	0	-4	-4
Nc1cc(OCC(F)(F)F)cc([N+](=O)[O-])c1	-4	-1	1.1	-4	11	0	-1	-2	-18
Cc1nccn1-c1ccc(C=O)cc1	-4	6	-0.5	-1	-1	-1	6	-2	-4
Cc1cc(OC(C)C(=O)NC(Cc2c[nH]c3ccc(O)cc23)C(=O)O)c2c(C)cc(=O)oc2c1 (stereo unspecified)	1	2	0.7	1	6	-4	-3	-1	-2
COc1ccc(OC)c(-c2csc(NC(=O)CN3C(=O)C4CCCCC4C3=O)n2)c1 (stereo unspecified)	-4	0	3.7	-5	4	-2	-4	-2	9
O=S(=O)(c1ccc(F)cc1)N1CN(Cc2ccco2)c2nc3ccccc3nc21	2	22	2.9	5	-2	-1	-3	3	13
N#Cc1nc(N2CCOCC2)nc(N2CCOCC2)n1	48*	1	0.0	-1	17	-7	6	-1	0
Cn1cccc1C(=O)NC(=O)COC(=O)CCNS(=O)(=O)c1cccc(C(F)(F)F)c1	nt	0	4.0	1	-3	nt	9	0	nt
CCOc1ccc(C(=O)Nc2ccc3c(c2)C(=O)NC3=O)cc1	2	-38	0.6	3	-2	-1	9	-2	0
C[C@H](NC(=O)c1nc[nH]c1C(=O)NCCCCCNC(=O)OC(C)(C)C)c1ccccc1	nt	6	2.1	3	-1	nt	5	1	nt
Cc1cc(C(=O)NCCCN2CCCC2=O)no1	-2	-3	0.3	-1	0	-3	3	-4	0
CCc1nc2ccccc2c(C(=O)NCc2ccc(OC)cc2)c1C	3	2	2.1	3	1	5	11	1	-4
COc1ccccc1NC(=O)NNC(=O)CN1C(=O)COc2ccccc21	0	2	2.0	1	3	2	-1	0	-1
CN(CC(=O)Nc1c(Cl)cccc1Cl)C(=O)c1cccc(S(=O)(=O)NCc2ccccc2)c1	-1	2	-0.6	1	-5	3	3	-1	-2
O=[N+]([O-])c1cccc(S(=O)(=O)NCCc2cccs2)c1	1	4	3.3	1	-1	0	2	1	-4
O=C(NCCc1ccccc1)C1CCCN(S(=O)(=O)c2cccc3nonc23)C1 (stereo unspecified)	-2	4	0.8	16	3	-2	0	0	5
O=S(=O)(NC1CCN(S(=O)(=O)c2c(F)cccc2F)CC1)c1ccc2c(c1)OCCO2	nt	-2	nt	0	8	nt	5	nt	nt
Cc1ccc(Nc2cc(C)nc(-c3ccccc3O)n2)cc1	4	4	3.1	43	5	1	14	3	10
Cc1nc2ccccc2cc1OCc1ccc(F)cc1	2	2	3.0	-4	-3	1	6	-7	-3

The final 7 compounds of the part before are carried over, then new ones follow:
SMILES	CTSL1 counter	PAFAH2 FP inh	PP5 primary	AHR activator	proCasp7 act	TPT1 inhibitor	proCasp3 act	PP1 inh	core dimer inh
COc1ccccc1NC(=O)NNC(=O)CN1C(=O)COc2ccccc21	0	2	2.0	1	3	2	-1	0	-1
CN(CC(=O)Nc1c(Cl)cccc1Cl)C(=O)c1cccc(S(=O)(=O)NCc2ccccc2)c1	-1	2	-0.6	1	-5	3	3	-1	-2
O=[N+]([O-])c1cccc(S(=O)(=O)NCCc2cccs2)c1	1	4	3.3	1	-1	0	2	1	-4
O=C(NCCc1ccccc1)C1CCCN(S(=O)(=O)c2cccc3nonc23)C1 (stereo unspecified)	-2	4	0.8	16	3	-2	0	0	5
O=S(=O)(NC1CCN(S(=O)(=O)c2c(F)cccc2F)CC1)c1ccc2c(c1)OCCO2	nt	-2	nt	0	8	nt	5	nt	nt
Cc1ccc(Nc2cc(C)nc(-c3ccccc3O)n2)cc1	4	4	3.1	43	5	1	14	3	10
Cc1nc2ccccc2cc1OCc1ccc(F)cc1	2	2	3.0	-4	-3	1	6	-7	-3
Cc1sc2ncn(/N=C/c3ccco3)c(=O)c2c1C	2	0	0.5	1	6	2	-3	-2	4
Cc1cc(C)c2c3c(sc2n1)C(c1cccc(F)c1)C(C#N)=C(N)O3 (stereo unspecified)	-2	-6	3.9	36	-9	3	-21	3	7
CCCCCCN1CC(O)=C(c2ccccc2)C1=N	6	-1	-7.8	10	-4	3	5	-5	-11
Cc1ccsc1C(=O)NNC(=O)c1ccc(NS(=O)(=O)c2cccs2)cc1	4	14	1.1	-2	5	-1	7	-3	1
Cc1ccc(-n2nc3c(c2NC(=O)c2ccccc2)CS(=O)(=O)C3)cc1C	0	-3	-1.7	11	7	-2	2	-3	-3
CCNc1nc(NC(C)C)nc(N2CC(=O)N(CC(=O)OCC)C2=N)n1	-1	-3	-0.1	5	-3	-1	0	-2	4
Cc1ccnc(NS(=O)(=O)c2ccc(NC(=O)c3ccc(C)o3)cc2)n1	-4	-2	2.2	2	12	-1	3	6	-1
CC12CCC(C(=O)NCc3ccc4c(c3)OCO4)(CC1=O)C2(C)C (stereo unspecified)	1	-2	3.0	30	11	-3	4	-1	-11
COc1ccc(N2CCN(CCNC(=O)CCS(=O)(=O)c3cccc4nsnc34)CC2)cc1	-6	nt	-1.6	2	3	3	3	-2	2
COc1ccc(NC(=S)NCc2cccnc2)cc1OC	-2	-2	-0.4	5	0	0	-1	-2	-3
CCS(=O)(=O)N1CCCC(C(=O)NCCc2ccc(OC)c(OC)c2)C1 (stereo unspecified)	-1	3	2.2	-2	-5	0	7	1	-15
COC(=O)[C@H](CCSC)NC(=O)Cn1ccc(N)nc1=O	nt	-11	0.2	-4	3	nt	13	-2	nt
NC(=O)CCN(C1CCCCC1)S(=O)(=O)c1cccc2nsnc12	0	-5	-0.6	-1	0	-4	1	-3	3
O=C1c2cccc3cc([N+](=O)[O-])cc(c23)C(=O)N1c1nncs1	-1	5	-0.4	0	5	4	-12	1	-3
COC(=O)C(CCCCNC(=O)c1ccc([N+](=O)[O-])cc1)NC(=O)c1ccc([N+](=O)[O-])cc1 (stereo unspecified)	0	2	-1.2	-2	-1	14	6	0	3
CCOC(=O)c1cc2c(s1)-c1ccccc1CC2	1	6	0.1	24	3	0	2	5	-2
O=C(COC(=O)c1cc(Cl)ccc1Cl)NC1CCCC1	2	13	-2.3	0	3	-3	-2	3	-1
Cc1cccc(CSc2nc3[nH]ncc3c(=O)[nH]2)c1	-3	4	4.2	29	-11	-2	-5	-6	-7
COc1ccccc1C(=O)N/N=C/c1ccc(Cl)s1	1	2	-1.1	49*	4	1	0	-2	5
Cc1ccc(NC(=O)CN(C)C(=O)c2ccc(OCc3cn4ccccc4n3)cc2)cc1	nt	7	1.0	2	4	nt	0	0	nt
O=S(=O)(c1ccc(Cl)cc1)N(Cc1ccccn1)Cc1ccccn1	-3	1	-0.4	3	-1	4	2	0	-6
CCN(CC)c1ncnc2c1cnn2Cc1ccc(C)cc1	10	-2	1.5	0	1	-1	2	1	-11
Cc1ccc(S(=O)(=O)C2(C(=O)O)CCCC2)cc1C	1	-2	4.8	0	-5	-1	7	1	0
O=C(NC1CCCC1)c1cc2cc(Br)ccc2o1	-1	1	0.9	1	-1	0	1	-2	6
Cc1cc(C)nc(Nc2cccc3ccccc23)n1	-5	-6	-0.1	131*	-6	4	-4	3	-6
COc1ccc2nc(NC(=O)C3CCN(S(=O)(=O)c4cccnc4)CC3)sc2c1	1	4	4.7	4	7	-2	4	-5	-2
COc1ccccc1C(=O)NCCC(=O)NN1C(=O)NC2(CCCCC2)C1=O	-1	3	-0.5	-1	3	-4	2	-3	-5
